PAX8 inh HTS: PAX8 transcriptional activity inhibition; hit rate 1.2% among 360,000; RMG-I TPO-luciferase reporter, SteadyGlo, 24 h; inhibition, % at 12.6 µM;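 active = mean replicate inhibition at least 60% with every replicate also reaching 60%; inconclusive = only one of the two criteria is met; inactive = mean below 60% and not all replicates reaching 60%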;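 note: luciferase light reporting Pax8 driven TPO promoter activity; plate controls were median of neutral control wells for no effect and mitoxantrone controls for full effect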
EWS-Fli inh: inhibitors of EWS/Fli oncoprotein transcriptional activity; hit rate 0.67% among 350,000; inhibition, % at 12.6 µM; A673 NR0B1-luciferase reporter, viability-normalised;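 active = mean inhibition of at least 50% after viability correction, with every replicate also passing that limit; inconclusive = mean reaches 50% but only one of two replicates passes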;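 note: firefly luciferase signal divided by Alamar Blue viability fluorescence both relative to DMSO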
ARNT TACC3 PPI: disrupts binding between human ARNT and TACC3; Q9Y6A5; hit rate 0.66% among 390,000; inhibition, % at 9.99 µM; AlphaScreen His-ARNT PAS-B/GST-TACC3 binding, luminescence; TACC3 fragment carries E629A point mutation;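 active = mean inhibition of replicates at least 50% and at least half of replicates each reaching 50%; inconclusive = half or more replicates reach 50% but mean below 50%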;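 note: 0% = complete ARNT plus TACC3 wells and 100% = ARNT alone without TACC3; many hits fall short of the cut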
GSIS activator: GLuc luminescence reporter in INS-1E cells, primary screen for activators of glucose-dependent secretion of insulin; activation, % at 16.6 µM; hit rate 0.61% among 370,000; INS-1E GLuc reporter insulin secretion, 2-3 h; AID 743287;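 active = lowest replicate activation of at least 40%, so every replicate reaches that level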;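 note: 0% = median of neutral control wells and 100% = median of IBMX positive control wells; some compounds called inactive have numbers as strong as hits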
CFTR F508del cor: CFTR F508del correction in bronchial cells | CFBE cells, YFP halide quenching; stimulated with forskolin plus potentiator P3; % fluorescence drop versus neutral controls | activity (quench increase), % at 7.58 µM | hit rate 0.36% among 350,000;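 active = mean added fluorescence quench of at least 8% versus neutral control, with both replicates also reaching 8%; inconclusive = only one of the mean or replicate conditions met; inactive = mean below 8% and not both replicates reaching 8%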;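 note: cells transiently co-express mutant CFTR-F508del with the halide-sensitive YFP; corrector assay measuring rescue of mutant channel to the surface after 24 h compound exposure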
DENV2 CPE rescue: inhibitors of DENV2 cytopathic effect; DENV2-infected cells, cytopathic effect rescue, plate reader; CPE inhibition, % at 9.99 µM; hit rate 1.7% among 350,000; in the data active = CPE inhibition above about 20%, passing the limit was not always enough; inconclusive = no clear call, values can overlap the other calls; tested in BHK-21 cells;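 note: 0% = median of neutral control wells and 100% = median of positive control wells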
ERp5 block: inhibitors of human ERp5; Q15084; ERp5 insulin aggregation, absorbance 650 nm, 90 min; inhibition, % at 9.99 µM; hit rate 0.05% among 350,000; AID 651711;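 active = mean replicate inhibition above about 25%, with every replicate also reaching it, limit read from the data, passing the limit was not always enough; inconclusive = only one of those two criteria met; inactive = neither criterion met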
Target sequence (Q15084 whole entry, looked up): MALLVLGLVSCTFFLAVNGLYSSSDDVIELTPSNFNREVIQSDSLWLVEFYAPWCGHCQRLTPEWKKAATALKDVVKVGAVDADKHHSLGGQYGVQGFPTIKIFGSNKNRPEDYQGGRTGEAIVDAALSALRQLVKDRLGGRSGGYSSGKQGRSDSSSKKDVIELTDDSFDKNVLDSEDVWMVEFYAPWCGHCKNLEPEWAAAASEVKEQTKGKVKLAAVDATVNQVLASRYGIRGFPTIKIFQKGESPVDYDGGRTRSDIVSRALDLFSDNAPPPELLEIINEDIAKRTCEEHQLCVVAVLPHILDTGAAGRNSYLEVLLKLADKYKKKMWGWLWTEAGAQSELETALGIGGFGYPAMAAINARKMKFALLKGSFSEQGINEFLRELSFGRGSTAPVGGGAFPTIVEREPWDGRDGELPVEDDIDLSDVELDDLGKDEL
Xi reactivation: X-chromosome reactivation activator | XiGFP mouse fibroblasts, % GFP-positive cells imaging, 3 d; cells co-treated with 5-aza-dC sensitizer; scaled so ellipticine positive control = 100% | activation, % at 7.58 µM | hit rate 0.055% among 360,000 | AID 743238;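 active = mean normalized replicate activation at least 10% and every replicate at or above 10%; inconclusive = only one of the two criteria met; inactive = mean below 10% and not all replicates reach 10%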;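 note: 0% = median of on-plate neutral control wells and 100% = ellipticine 6 µM median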
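assay system = SV40-immortalized XiGFP fibroblast cells, line 68-5-11 | buffer or medium = DMEM plus 5-aza-dC sensitizer | doses = single-point pinned compound dosing | times = 3-day compound exposure, then 15 min fixation at room temperature | benchmarks = positive control ellipticine, 6 µM final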
* marks the source's active call; other numbers are inactive results; u = inconclusive; x = not tested or not shown. Rows were taken by chance. About 4.2% of those tested had a hit in this group.

Molecule	PAX8 inh HTS	EWS-Fli inh	ARNT TACC3 PPI	GSIS activator	CFTR F508del cor	DENV2 CPE rescue	ERp5 block	Xi reactivation
C[C@@H]1CN([C@@H](C)CO)C(=O)c2cc(NS(=O)(=O)c3ccc(F)cc3)ccc2O[C@H]1CN(C)C(=O)Nc1ccccc1	x	-8	-5	2	-1.1	-4	-5	0.1
COc1cccc(/C(C)=N/N=C(\C)c2cccc(OC)c2)c1	-101	-117	3	12	-5.5	-5	-3	0.0
COc1cc([N+](=O)[O-])ccc1NC(=S)Nc1cc(C(=O)OC(C)C)cc(C(=O)OC(C)C)c1	-11	x	-28	33	x	x	x	0.0
C[C@@H]1CN([C@@H](C)CO)C(=O)c2cc(NC(=O)CCCCCC(=O)Nc3ccccc3N)ccc2O[C@@H]1CN(C)CC1CCCCC1	42	-2	x	-6	1.4	-3	-8	-0.1
O=C(Nc1ccc(C(=O)O)cc1)/C(=C\c1ccc2c(c1)OCO2)NC(=O)c1ccc(Br)o1	-2	4	-1	-15	-1.1	1	4	0.0
CN(C)CCN(C(=O)c1ccc(S(=O)(=O)N(C)c2ccccc2)cc1)c1nc2ccc(Cl)cc2s1	-48	-51	-2	x	-2.2	-12	-7	0.2
Cc1cccc(CNc2ccc(C(CC(N)=O)NC(=O)c3ccccc3)cc2[N+](=O)[O-])c1 (stereo not drawn)	11	14	-10	-5	-1.7	u	1	-0.1
CC(C)N(C(=O)COC(=O)[C@H](C)NC(N)=O)c1ccccc1	6	-12	7	13	-0.1	4	-7	0.2
COc1ccc(S(=O)(=O)N2C[C@H](O)COC[C@@H]3O[C@@H](CC(=O)NCc4ccc(Cl)c(Cl)c4)CC[C@H]32)cc1	37	6	2	-23	2.6	3	-8	-0.1
C[C@H](CO)N1C[C@H](C)[C@H](CN(C)Cc2ccc(C(=O)O)cc2)Oc2c(NC(=O)Nc3ccc(F)cc3)cccc2C1=O	-5	3	-2	1	-3.0	11	4	-0.1
O=C(NCc1ccccc1)C1CCC1	-9	x	-3	22	x	x	x	0.0
Cc1cc(C)nc(Nc2cc([N+](=O)[O-])ccc2C)n1	-26	-12	-4	16	-5.2	3	0	0.0
O=C(NCC[C@@H]1CC[C@H](NC(=O)C2CC2)[C@@H](CO)O1)c1ccc(F)cc1	x	0	-12	12	0.1	-5	-2	0.2
O=C(O)C[C@@H]1C=C[C@H](NC(=O)c2ccncc2)[C@@H](CO)O1	-11	3	2	6	0.5	2	1	-0.2
CC(=O)OC[C@H]1O[C@@H](Oc2cc3ccc(=O)oc3cc2OC(C)=O)[C@H](OC(C)=O)[C@@H](OC(C)=O)[C@@H]1OC(C)=O	-17	-23	-9	6	2.5	-9	-3	0.0
C[C@H]1CN([C@@H](C)CO)C(=O)Cc2cc(NC(=O)CCCCCC(=O)Nc3ccccc3N)ccc2O[C@H]1CN(C)C(=O)Nc1ccc(F)cc1	x	4	x	10	0.0	7	-5	-0.2
Cc1ccc(C(=O)CN2C(=O)C(=O)N(Cc3ccccc3)C2=O)cc1	-13	-1	-10	9	-0.9	3	-3	0.0
CCCNC(=O)C[C@H]1CC[C@H]2[C@H](COc3ccc(NC(=O)Nc4c(C)noc4C)cc3C(=O)N2C)O1	-16	0	-5	6	1.3	1	7	0.4
CCC(C)c1ccc(NC(=O)COC(=O)CCNC(=O)c2ccco2)cc1 (stereo not drawn)	-36	-15	-7	-17	-3.3	11	-3	0.3
CN1C[C@@H]2[C@@H]3C(=O)N(Cc4ccccc4)C(=O)[C@@H]3[C@](Cc3ccccc3)(C1=O)N2C(=O)c1ccc(Cl)cc1	15	-5	x	-9	3.2	10	u	0.0
C[C@@H]1CN([C@H](C)CO)C(=O)c2cccc(NS(=O)(=O)c3ccc(Cl)cc3)c2O[C@@H]1CN(C)S(=O)(=O)c1cn(C)cn1	x	-3	x	2	1.7	x	x	0.1
CC(=O)Nc1ccc2c(c1)C(=O)N(C)[C@H]1CC[C@H](CC(=O)NC3CCCCC3)O[C@@H]1CO2	-6	9	-29	6	-2.4	-4	x	0.6
O=C(/C=C/c1cccc([N+](=O)[O-])c1)N1CCN(c2ccccn2)CC1	-1	x	-1	11	1.8	-1	7	-0.1
C[C@H](CO)N1C[C@H](C)[C@@H](CN(C)S(C)(=O)=O)Oc2ccc(NS(=O)(=O)c3ccc(F)cc3)cc2C1=O	x	-4	x	5	-0.1	x	x	0.3
CN1C(=O)/C(=C/c2ccccc2Cl)Sc2ccc(C(=O)NCc3cccnc3)cc21	14	6	-5	-17	-1.2	1	1	0.2
COc1ccc(NC(=O)c2ccc3c(c2)OCO3)cc1	-29	-3	1	7	-9.1	-2	1	0.0
O=C(CNC(=O)c1cccs1)c1ccc(Cl)cc1	-156	-39	-4	15	-0.6	u	2	-0.1
COc1ccc(OC)c(NC(=O)CCN2CCN(c3ccccc3OC)CC2)c1	-1	7	4	2	-0.4	18	2	0.1
CCOc1ccc(NC(=O)CN(C)C(=O)c2cc([N+](=O)[O-])ccc2N2CCOCC2)cc1OCC	10	-4	8	8	-2.4	1	-5	0.0
COc1ccc(/C=C/C(=O)NCC2COc3ccccc3O2)c(OC)c1 (stereo not drawn)	-29	-23	2	-4	0.9	-4	-11	0.1
Fc1ccc(-c2nc3ccc(Cl)cn3c2Cc2ccccc2)cc1	-1	-15	x	9	3.3	-3	-5	-0.1
CC(C)(C)NC(=O)C[C@H]1C[C@H](C(=O)N2CCCCC2)[C@@]2(C)c3[nH]c4ccc(Cl)cc4c3CCN2C1=O	1	-1	38	-13	0.4	-4	3	-0.2
CN(CCC#N)C(=O)COC(=O)[C@H](Cc1ccccc1)N1C(=O)c2ccccc2C1=O	14	-2	-7	17	-1.5	-1	3	0.2
C=C1C(=O)OC2C1CCC(C)=C1C(=O)C3OC3(C)C12 (stereo not drawn)	x	47	-20	134*	-3.5	-11	4	x
CCN(CC(=O)NCc1cccs1)C(=O)/C=C/c1cccc(Cl)c1Cl	-2	-1	0	4	1.5	-12	0	-0.1
CC(=O)NC1CCC(OC(=O)Nc2ccccc2)CC1 (stereo not drawn)	-98	-69	-3	21	7.0	2	-7	0.4
Cc1cc2oc(=O)cc(CN3CCCCC3C)c2cc1C (stereo not drawn)	-9	6	2	12	-3.1	0	2	0.1
COc1cccc(NC(=O)CN(C)C(=O)C(Sc2ccccc2)c2ccccc2)c1 (stereo not drawn)	2	0	1	-63	-2.6	-5	-4	0.0
C[C@@H]1CN([C@@H](C)CO)S(=O)(=O)c2ccc(Br)cc2O[C@@H]1CN(C)C(=O)c1cnccn1	x	1	3	26	-0.1	2	3	-0.9
C/C(=N\NC(=O)c1ccccc1)c1cc2cc([N+](=O)[O-])ccc2oc1=O	-8	x	77*	-1	x	x	x	0.2
COc1ccc([N+](=O)[O-])cc1NC(=O)CSc1nc(C)cc(C)n1	7	x	-3	-2	x	x	x	0.0
COc1cc2c(cc1OC)-c1c(OC)c(OC)cc3ccnc(c13)C2=O	-8	10	41	1	1.1	u	-2	0.0
O=C(/C=C\c1ccco1)Nc1ccc(N2CCN(C(=O)c3ccccc3)CC2)cc1	7	x	-1	9	x	x	x	0.0
COc1ccc(C(=O)CSc2ccc(-c3ccccc3)nn2)cc1	15	x	16	5	x	x	x	0.3
CC(OC(=O)c1nn(C)c(=O)c2ccccc12)C(=O)NC1CCCCC1C (stereo not drawn)	-22	-7	-4	4	-2.2	15	5	0.2
Cc1noc(C)c1NC(=O)N(C)C[C@@H]1Oc2c(NC(=O)Nc3ccc(F)cc3)cccc2C(=O)N([C@@H](C)CO)C[C@@H]1C	1	-2	-1	12	-1.6	-7	-2	0.1
COC(=O)[C@@H]1[C@@H](CO)[C@@H]2Cn3c(cccc3=O)[C@@H]2N1CC1CCOCC1	-8	-36	40	15	x	5	-3	0.0
CCc1ccc(C(=O)C(C)OC(=O)c2nn(C)c(=O)c3ccccc23)cc1 (stereo not drawn)	-20	-9	1	-11	-0.4	-10	3	0.0
COc1cc2c(cc1O)[C@@H]1Cc3cc(O)c(OC)cc3[C@H](C2)N1C	-1	2	-8	22	-2.1	12	1	0.0
O=C(O)c1ccccc1CSc1nnnn1-c1ccccc1	-4	5	6	6	0.5	-1	1	0.0
C[C@H](CO)N1C[C@H](C)[C@H](CN(C)S(=O)(=O)c2cn(C)cn2)OCCCC[C@H](C)Oc2ccc(NC(=O)Nc3ccc(C(F)(F)F)cc3)cc2C1=O	45	10	11	-11	0.7	-3	x	-1.1
Clc1ccc(-c2nnc(COc3ncnc4ccccc34)o2)cc1	-1	-5	-5	-34	-0.9	-1	4	0.0
CC(C)c1ccc(Nc2ncccc2C(=O)O)cc1	-90	-55	-2	-12	-0.1	x	-7	0.1
O=C(NCCc1c[nH]c2ccccc12)/C(=C/c1cccnc1)NC(=O)c1cccs1	15	13	0	2	-0.3	-5	9	0.3
N#C[C@H]1[C@H](c2ccccc2)[C@@H](CO)N1C(=O)c1ccccc1F	4	6	-7	-5	-0.5	2	2	-0.1
CCCC(=O)Nc1ccc2c(c1)C(=O)N(C)[C@@H]1CC[C@H](CC(=O)NCCN3CCCCC3)O[C@@H]1CO2	-19	4	-14	5	2.1	10	-1	0.3
CC(C)CN(C(=O)COC(=O)c1cccn1C)c1c(N)n(Cc2ccccc2)c(=O)[nH]c1=O	-2	x	-5	-1	-1.5	-1	8	0.3
CC(C)CCNc1ncnc2c1nnn2Cc1ccccc1	16	4	0	-1	1.2	-4	6	0.2
O=C(Nc1cccc(F)c1)N[C@H]1CC[C@H](CCn2cc(Cc3ccccc3)nn2)O[C@H]1CO	8	-33	32	-17	-1.6	1	1	-0.1

From PubChem
